From PubChem BioAssay
D1 ag: Allosteric Agonists of the Human D1 Dopamine Receptor: qHTS; D(1A) dopamine receptor (Homo sapiens), P21728; HEK293 T-REx D1 cells, calcium flux, agonist mode; activation, % at 2 µM; 1% of 360,000 active; in the data active means activation above about 30%; further: 0% is about no effect
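Inducible HEK293 T-REx D1 cells, force-coupled to calcium signalling, were plated at 4000 cells/well with tetracycline and held overnight at 30 C. After no-wash calcium dye loading, compound-evoked calcium rise over 180 s flagged agonists.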
D1 antag: Antagonist of Human D 1 Dopamine Receptor: qHTS; activity change, negative = inhibition, % at 10 µM; HEK293 TREx D1 cells, calcium flux, dopamine EC80; stronger effect = lower value; 3.2% of 360,000 active; in the data active means activity change below about -30%; further: on the % scale 0 is the no-effect control and ±100 the full control effect
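After overnight tetracycline induction at 30 C, force-coupled D1 HEK293 cells took up a no-wash calcium dye at room temperature. Compounds were added and monitored 180 s, and the response to EC80 dopamine was then recorded.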
RXFP1 antagonist: qHTS Assay for Antagonists of the Relaxin Receptor RXFP1; Relaxin receptor 1 (Homo sapiens), Q9HBX9; HEK293-RXFP1, relaxin-stimulated cAMP HTRF, 30 min; stronger effect = lower value; activity change, negative = inhibition, % at 57.5 µM; 0.59% of 350,000 active;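 active means activity change of -60% or lower, but not beyond a set lower limit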; further: on the % scale 0 is the no-effect control and ±100 the full control effect
RXFP1 agonist: qHTS Assay for Agonists of the Relaxin Receptor RXFP1. AID 2676, 2010. Potency, µM (highest dose often 57.5 µM), for the others: at the top dose activation, most hits filed as activators. 0.3% of 370,000 active. Relaxin receptor 1 (Homo sapiens), Q9HBX9. HEK293T-RXFP1 cAMP TR-FRET, 30 min; response scale: percent of porcine relaxin response, buffer zero; active means well fitted activation curve with a large enough effect; further: potency means the concentration at half of the fitted maximal effect; on the % scale 0 is the no-effect control and ±100 the full control effect; nearly all actives have a fitted effect of over 60% in size; many of its hits are not listed in these tables
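HEK293 cells stably expressing RXFP1, treated 30 min at 37C with compounds plus PDE4 inhibitor Ro 20174; cAMP measured by HTRF TR-FRET. Normalized to buffer and 29 nM porcine relaxin; EC50 by Hill fit.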
D2 antagonist: HTS Assay for Allosteric Antagonists of the Human D2 Dopamine Receptor: Primary Screen for Antagonists. D(2) dopamine receptor (Homo sapiens), P14416. HEK293 TREx D2 cells, calcium flux, dopamine EC80. inhibition, % at 10 µM. 2% of 340,000 active; in the data active means inhibition above about 30%; further: 0% is about no effect
Target sequence (P14416 whole entry, looked up): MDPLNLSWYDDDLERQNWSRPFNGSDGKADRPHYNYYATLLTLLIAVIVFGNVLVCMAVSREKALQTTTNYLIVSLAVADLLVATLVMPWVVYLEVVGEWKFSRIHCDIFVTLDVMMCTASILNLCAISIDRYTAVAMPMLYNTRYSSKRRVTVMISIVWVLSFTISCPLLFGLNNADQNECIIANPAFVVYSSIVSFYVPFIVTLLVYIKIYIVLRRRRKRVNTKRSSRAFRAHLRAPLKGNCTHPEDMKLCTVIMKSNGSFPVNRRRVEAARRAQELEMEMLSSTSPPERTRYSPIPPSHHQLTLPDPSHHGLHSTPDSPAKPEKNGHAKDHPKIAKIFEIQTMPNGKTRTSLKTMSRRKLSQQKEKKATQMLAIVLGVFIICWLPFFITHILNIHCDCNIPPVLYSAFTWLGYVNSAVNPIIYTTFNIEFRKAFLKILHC
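Calcium mobilization kinetics were recorded at 1 s intervals in tetracycline-induced HEK293 T-REx D2 cells, first for 180 s after compound addition and then 180 s after EC80 dopamine.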
D2 PAM: HTS Assay for Positive Allosteric Modulators of the Human D2 Dopamine Receptor: Primary Screen for Potentiators. D(2) dopamine receptor (Homo sapiens), P14416. HEK293 T-REx D2, calcium flux, EC20 dopamine potentiation. potentiation, % at 10 µM. 0.34% of 340,000 active. AID 485347, 2010;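 active means potentiation over 3 SD above the plate norm, cut at about 30% in these data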; further: 0% is about no effect
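Using a no-wash calcium dye in inducible, force-coupled HEK293 Trex cells expressing D2, we tracked fluorescence each second for 180 s after compound, then for 180 s after EC20 dopamine to detect augmented signalling.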
D2 ag: HTS Assay for Allosteric Agonists of the Human D2 Dopamine Receptor: Primary Screen for Agonists. D(2) dopamine receptor (Homo sapiens), P14416. HEK293 T-REx D2 cells, calcium flux agonist mode. activation, % at 2 µM. 0.53% of 340,000 active. AID 485358, 2010;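 active means activation over 3 SD above normal in the single-dose calcium agonist read, cut at about 30% in these data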; further: 0% is about no effect
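In this primary screen, compounds producing a positive calcium signal within 180 s of addition to tetracycline-induced, force-coupled HEK293 Trex D2 cells are flagged; cells are dye-loaded with a no-wash calcium kit beforehand.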
D1 potentiator: Potentiators of Human D1 Dopamine Receptor: qHTS | D(1A) dopamine receptor (Homo sapiens), P21728 | HEK293 TREx D1 cells, calcium flux, dopamine EC20 potentiation | potentiation, % at 10 µM | 0.036% of 360,000 active; in the data active means potentiation above about 30%; further: 0% is about no effect
TRHR PAM: qHTS for Small Molecule Agonists and Allosteric Enhancers of Human TRH Receptor: Primary Screen for Enhancers | Thyrotropin-releasing hormone receptor (Homo sapiens), P34981 | 0.66% of 360,000 active | AID 493056, 2011 | enhancement, % at 2 µM | TRHR cells, fluo-8 calcium fluorescence, EC20 TRH enhancement; in the data active means enhancement above about 30%; further: 0% is about no effect
Target sequence (P34981 whole entry, looked up): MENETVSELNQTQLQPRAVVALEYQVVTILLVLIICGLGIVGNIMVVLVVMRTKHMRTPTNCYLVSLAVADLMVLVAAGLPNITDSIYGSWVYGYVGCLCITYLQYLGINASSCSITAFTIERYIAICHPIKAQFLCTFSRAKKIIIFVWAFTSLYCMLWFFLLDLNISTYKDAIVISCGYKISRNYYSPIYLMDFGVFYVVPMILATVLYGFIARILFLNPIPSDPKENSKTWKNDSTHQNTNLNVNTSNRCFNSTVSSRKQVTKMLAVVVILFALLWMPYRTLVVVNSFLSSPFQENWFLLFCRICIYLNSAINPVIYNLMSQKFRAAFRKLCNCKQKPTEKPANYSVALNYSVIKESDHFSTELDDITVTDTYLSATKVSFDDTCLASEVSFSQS
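TRHR-expressing cells loaded with fluo-8 calcium dye were read kinetically (ex 480/em 530) during compound addition, then stimulated with an EC20 of TRH (10 nM final). Enhancement of the Gq-mediated intracellular calcium response was scored.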
* hit, by the source's call; x = not tested or not shown. A portion of the library; rates above refer to the full screens.

SMILES | D1 ag | D1 antag | RXFP1 antagonist | RXFP1 agonist | D2 antagonist | D2 PAM | D2 ag | D1 potentiator | TRHR PAM
O=Cc1c(N2CCN(CCO)CC2)nc2ccccn2c1=O | 5 | 3 | 6 | 9.8% | -13 | -6 | 0.7 | -3 | 2
CCn1c(=S)sc2c(=O)n(CC(=O)Nc3ccc(Cl)cc3)c(C)nc21 | 4 | 0 | -20 | -1.3% | -8 | -2 | -0.1 | -1 | 2
Nc1nc2ccccc2n1Cc1ccc(Cl)c(Cl)c1 | 15 | -3 | 2 | -1.2% | 13 | -4 | 0.1 | 1 | -2
COc1ccc(N(C(=O)c2snc(C(N)=O)c2N)C(C(=O)NC2CCCC2)c2ccc(C)o2)c(OC)c1 (stereo not drawn) | -1 | -28 | -21 | 1.2% | -6 | x | -0.8 | -1 | -3
COc1ccc(C(CCNCc2ccccc2F)c2ccc(F)cc2)cc1 (stereo not drawn) | 41* | -7 | -11 | -1.0% | -14 | -16 | 2.6 | 2 | -1
CCN(CC)C(=O)Cn1cc(C(=O)C(=O)N(C)C2CCN(C)CC2)c2ccccc21 | 2 | -6 | 6 | -1.9% | 5 | -12 | 0.0 | 1 | 15
CCOC(=O)CSc1nnc(-c2ccco2)n1-c1ccccc1 | 5 | 6 | -12 | 0.3% | 3 | -11 | -0.3 | 1 | -6
COc1ccc(N(C)S(=O)(=O)c2cccc(C(=O)NCC3CCCO3)c2)cc1 (stereo not drawn) | -1 | -1 | -2 | 0.0% | 10 | 10 | 0.1 | 2 | 8
COc1ccc(-c2nn(-c3ccccc3)cc2/C=C/C(=O)N2CCOCC2)cc1OC | -4 | 12 | 8 | 5.1% | x | x | x | -2 | -8
O=C(NCc1ccc(Cl)cc1)c1nccnc1CO | 1 | -20 | 7 | 2.1% | -11 | 8 | -1.4 | 0 | -2
CCc1ccc(-n2c(C)n[nH]c2=S)cc1 | 4 | 3 | -10 | -0.4% | -19 | -2 | 0.7 | 1 | 4
O=C(COC(=O)c1ccc(Cl)c(S(=O)(=O)N2CCCCCC2)c1)Nc1ccccc1 | 9 | 1 | 31 | -1.6% | 11 | -1 | -0.6 | 11 | 15
COc1ccc(N2C(=O)C(CC(=O)Nc3ccc(F)cc3)N(Cc3ccc4c(c3)OCO4)C2=O)cc1 (stereo not drawn) | -1 | 9 | x | -1.4% | x | -23 | 0.3 | 1 | -5
O=C(CCc1ccccc1)N=C1SC2CS(=O)(=O)CC2N1Cc1ccc(F)cc1 (stereo not drawn) | 2 | 25 | -12 | 1.1% | 9 | -2 | 0.9 | -11 | -8
CCCCC(CC)COP(=O)(OCC(CC)CCCC)OCC(CC)CCCC (stereo not drawn) | 2 | x | x | 0.0% | -3 | -19 | 1.0 | 1 | 3
CCn1c(CCCOc2ccc(Cl)cc2Cl)nnc1SCC(=O)Nc1cccc(F)c1 | 13 | -19 | 1 | -0.2% | -15 | 12 | 1.4 | -3 | 19
Cc1ccc(NC(=O)Cn2c(=O)c3cccn3c3ccccc32)c(C)c1 | 0 | -17 | -18 | 5.7% | -8 | 14 | 0.1 | 2 | -5
O=C(Nc1ccccc1)c1ccc(-c2ccc(Br)cc2)o1 | 2 | -19 | -1 | 10% | 12 | -14 | -0.4 | -4 | -4
CCOc1ccc(NC(=O)N2CC(C)OC(C)C2)cc1 (stereo not drawn) | 2 | -6 | 5 | 5.4% | -1 | -7 | 1.0 | 2 | 2
Cc1ccc(-n2ncc3c(=O)n(Cc4cccc(Cl)c4)cnc32)cc1C | 3 | -1 | -6 | 0.7% | x | 3 | x | -1 | 3
CC(C)OCCCn1c(=S)[nH]c2cc3c(cc2c1=O)OCO3 | 0 | -10 | -27 | -0.8% | 50* | 2 | -0.6 | -4 | -4
CCc1ccc(C(=O)c2cn(CC(=O)Nc3ccc4c(c3)OCCO4)c3ccc(F)cc3c2=O)cc1 | 2 | -5 | x | 17% | x | 5 | 0.8 | -2 | -1
Cc1ccc(S(=O)(=O)N(Cc2cc3cccc(C)c3[nH]c2=O)c2ccccc2)cc1 | 1 | 5 | -3 | 14% | -5 | 18 | 0.4 | -7 | 0
CCN(CC(=O)NCc1cccs1)C(=O)/C=C/c1cccc(Br)c1 | 2 | -16 | -4 | -0.9% | 11 | 6 | 0.6 | 0 | -8
Cc1c(C)c2c(OCC(=O)NCC(=O)NCC(=O)O)cc3c(c2oc1=O)CCC(C)(C)O3 | 8 | -6 | 7 | 10% | -4 | 30* | -0.5 | -5 | 6

More results.
SMILES | D1 ag | D1 antag | RXFP1 antagonist | RXFP1 agonist | D2 antagonist | D2 PAM | D2 ag | D1 potentiator | TRHR PAM
COc1ccc(/C=C/C(=O)OC(C)CN2CCOCC2)cc1 (stereo not drawn) | 0 | 7 | -9 | 0.2% | 6 | -6 | 0.6 | -2 | -2
COc1cccc(CSc2nc3nc(C)cc(C)n3n2)c1 | 2 | -9 | 5 | -0.3% | 2 | -5 | -2.9 | -5 | -9
Cc1ccc(C)c(N(C(=O)c2ccco2)C(C(=O)NC2CCCC2)c2ccco2)c1 (stereo not drawn) | 1 | 4 | 7 | 0.4% | -8 | -7 | -2.2 | x | -8
CN(c1cccc(NC(=O)CSc2ccc(Cl)cc2)c1)S(C)(=O)=O | 16 | -13 | 4 | -1.2% | 6 | -12 | -0.5 | -13 | -4
CC1(C)CC(=O)C(C2C3=C(CC(C)(C)CC3=O)Oc3ccc4ccccc4c32)C(=O)C1 (stereo not drawn) | 13 | 12 | 9 | 0.7% | 2 | 5 | 0.1 | 15 | 6
COc1ccc2cc(/C(C)=N/NC(=O)C3CC3)ccc2c1 | 2 | -17 | -20 | 1.9% | -7 | 1 | 1.6 | -5 | 1
CN(CC(=O)Nc1ccccc1Cl)C(=O)CSc1nnc(N)s1 | 3 | -2 | 21 | 1.1% | -6 | -2 | 0.2 | -2 | -5
CCC(C)C(=O)Nc1nc(C)c(-c2csc(Nc3ccc(Cl)cc3)n2)s1 (stereo not drawn) | -2 | 6 | x | -0.1% | -4 | 0 | 0.5 | 0 | 1
CC(=O)Nc1ccc(N2CCCC2)cc1 | 0 | -4 | 1 | -0.8% | -14 | -15 | 0.3 | -9 | 0
Cc1nc2c(sc3nc(N4CCOCC4)c4c(c32)CC(C)(C)OC4)c(-c2ccc(Cl)cc2)c1C(=O)O | 15 | -20 | -10 | 1.8% | 3 | -4 | -1.6 | -6 | -2
Cc1ccnc(NC(=O)C(C)n2cc([N+](=O)[O-])cn2)c1 (stereo not drawn) | 8 | -2 | -12 | 23% | -17 | 16 | -0.2 | 2 | 5
O=C1CC(N2CCN(c3ccc(C(=O)c4ccc(F)cc4)cc3)CC2)C(=O)N1 (stereo not drawn) | 6 | -11 | -4 | 1.1% | 3 | -2 | -0.6 | -5 | -7
O=C(Nc1cccc(S(=O)(=O)N2CCOCC2)c1)c1cnccn1 | 1 | 3 | -4 | 22% | 2 | -11 | 0.5 | 1 | -3
CCC(Oc1ccccc1C)C(=O)N1CCCN(C)CC1 (stereo not drawn) | 2 | -9 | 2 | -0.7% | 2 | -7 | -1.3 | 6 | -4
CCN(CC)CCN(C)C(=O)c1ccc(OC2CCN(C(=O)C3CC3)CC2)cc1 | 0 | -4 | 4 | -1.1% | 22 | -1 | 0.6 | -2 | 1
Cc1nc2cc(C(F)(F)F)ccc2n1CCNc1nc(-c2ccc([N+](=O)[O-])c(Cl)c2)cs1 | 1 | 2 | x | -0.1% | -6 | -12 | 0.5 | -9 | 2
Cc1ccc(-c2noc(CSc3nnc(-c4ccncc4)n3-c3ccc(F)cc3)n2)cc1 | 2 | -7 | -10 | 9.5% | 7 | -9 | -0.5 | -5 | -5
CCOc1ccc(C(O)(c2ccccc2)C(CN2CCCC2)c2ccccc2)cc1 (stereo not drawn) | 8 | 1 | -9 | 2.7% | x | x | x | -13 | 6
CCOC(=O)c1nn(-c2ccc(C)c(Cl)c2)c(=O)c(C#N)c1C | 2 | -9 | 10 | 3.3% | -3 | 4 | 0.5 | -2 | 1
